Compound activity deposited in PubChem by Southern Research Specialized Biocontainment Screening Center.
tuberculosis growth = growth inhibition of non-replicating M. tuberculosis (AID 488890). Mycobacterium tuberculosis non-replicating, growth inhibition; higher % means a stronger effect. inhibition, % at 25 µM; hits with a dose series show IC50 in µM. 320,000 compounds, 0.39% hits; in the data active means a potency from the dose series;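 further: plate controls were DMSO cells for no effect and high antibiotic wells for full effect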
H1N1 NS1A inhibition = H1N1 influenza NS1A inhibitors, functional cell based assay (AID 504329); NS1A functional cell-based assay, percent inhibition; higher % means a stronger effect; 340,000 compounds, 0.3% hits; inhibition, % at 12.5 µM; hits with a dose series show IC50 in µM; in the data active means a potency from the dose series; further: strong numbers were not always called active
inhibitors of VEEV = inhibitors of VEEV TC-83 cytopathic effect, confirmation, Vero cells (AID 588727) | 350,000 compounds, 0.13% hits | Vero cells, VEEV TC-83 cytopathic effect inhibition; higher % means a stronger effect | one-dose inhibition, % at 20 µM; IC50 in µM for titrated hits; in the data active means a potency from the dose series; further: strong numbers were not always called active
PhoP GFP inhibition = PhoP regulon inhibitors, Salmonella typhi PhoP promoter GFP reporter, confirmatory (AID 1850); Salmonella Typhi PhoP-promoter GFP reporter, fluorescence, 4 h; higher % means a stronger effect; one-dose inhibition, % at 50 µM; IC50 in µM for titrated hits; 310,000 compounds, 0.33% hits; in the data active means a potency from the dose series;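 further: 0% = induced wells with vehicle and 100% = uninduced wells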
M. tuberculosis HTS = M. tuberculosis growth inhibition, HTS (AID 449762). M. tuberculosis H37Rv growth inhibition, 7H9 media; higher % means a stronger effect. inhibition, % at 25 µM; hits with a dose series show IC50 in µM. 330,000 compounds, 0.59% hits; in the data active means a potency from the dose series;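 further: bacterial growth assessed after seven days of incubation; strong numbers were not always called active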
inhibitors of VEEV 10K pilot screen = also measured in inhibitors of VEEV; calls as there; inhibition, %; measured here: 10K pilot screen inhibition
Starred values were filed as active, the others as inactive; i = inactive; . = not tested or not shown.

SMILES	tuberculosis growth	H1N1 NS1A inhibition	inhibitors of VEEV	PhoP GFP inhibition	M. tuberculosis HTS	others
CC(C)=CCCC(C)CN1CCC(N2CCC(C(=O)N3CCCC3)CC2)CC1 (stereo unspecified)	6%	-1%	2.1%	12%	-4%
CCOC(=O)N=S(N)(=O)c1ccc(Cl)cc1 (stereo unspecified)	-12%	14%	0.5%	6%	-2%
NC(=O)COC(=O)c1ccc(S(=O)(=O)N2CCCCCC2)cc1	1%	-1%	1.5%	-15%	-3%
CCOc1ncccc1C(=O)OCc1ccc(C#N)cc1	-11%	-2%	0.4%	-11%	-6%
CCCc1cc(=O)oc2cc(OCc3cccc(OC)c3)c(Cl)cc12	-6%	6%	i	-7%	1%
CN(C)c1nc(-c2ccccc2)ns1	-13%	-21%	3.9%	9%	-5%
COc1cccc(CC2(CO)CCCN(Cc3ccc(C)s3)C2)c1 (stereo unspecified)	18%	2%	i	-7%	1%
CC1(C)Cc2nc3oc4c(=O)n(CC(=O)Nc5ccc(Cl)cc5)cnc4c3cc2CO1	2%	11%	1.4%	-4%	-6%
COc1ccc(NC(=S)NC(=O)c2ccc3c(c2)OCCO3)cc1	58%	14%	0.5%	.	-3%
COc1ccc(CNC(=O)Nc2cccc(C)c2)cc1	12%	-5%	1.8%	1%	-10%

Ordered by heavy-atom count (falling): three of the compounds above
SMILES	tuberculosis growth	H1N1 NS1A inhibition	inhibitors of VEEV	PhoP GFP inhibition	M. tuberculosis HTS	others
CC1(C)Cc2nc3oc4c(=O)n(CC(=O)Nc5ccc(Cl)cc5)cnc4c3cc2CO1	2%	11%	1.4%	-4%	-6%
CCCc1cc(=O)oc2cc(OCc3cccc(OC)c3)c(Cl)cc12	-6%	6%	i	-7%	1%
COc1cccc(CC2(CO)CCCN(Cc3ccc(C)s3)C2)c1 (stereo unspecified)	18%	2%	i	-7%	1%

(further entries)
SMILES	tuberculosis growth	H1N1 NS1A inhibition	inhibitors of VEEV	PhoP GFP inhibition	M. tuberculosis HTS	others
CCOc1ccc(OCC)c(NC(=O)CCCN2C(=S)NC(C)(C)CC2C)c1 (stereo unspecified)	-9%	18%	i	-2%	3%	inhibitors of VEEV 10K pilot screen=0.1
O=C1N/C(=C/c2cccn2-c2ccc(F)cc2)C(=O)N1Cc1ccccc1	10%	-4%	0.8%	-3%	8%
O=C(c1ccco1)N1C(=O)c2cccc3cccc1c23	68%	6%	0.4%	-8%	3%
Cc1c(Nc2cc(Cl)c3nonc3c2[N+](=O)[O-])c(=O)n(-c2ccccc2)n1C	.	2%	3.6%	.	.
N#Cc1cc2c(nc1SCc1ccccc1)CCCC2=O	-3%	7%	0.1%	-3%	-6%
Cc1nc(-c2ccc(Cl)cc2)sc1C1(C)CC(c2cccc(Cl)c2)=NO1 (stereo unspecified)	12%	-15%	7.7%	-9%	-1%
COc1cc([N+](=O)[O-])ccc1NC(=O)Nc1ccc(C(=O)N2CCCC2)cc1	-5%	-6%	1.6%	-6%	-15%
COc1ccc(S(=O)(=O)N/N=C\c2ccc3c(c2)OCO3)cc1	6%	-4%	2.9%	-6%	5%
Clc1ccc(-c2ccnc(Oc3ccc4ccccc4c3)n2)cc1	-12%	1%	6.5%	-12%	-2%
CCOC(=O)/C=C/C(=O)OCC(=O)Nc1ccc([N+](=O)[O-])cc1	4%	-43%	3.8%	-4%	8%
O=C(NCc1cccs1)C(=O)NCC1OCCCN1S(=O)(=O)c1cccs1 (stereo unspecified)	4%	11%	1.1%	-10%	2%
Cn1c(N)c(C(=O)COC(=O)COc2ccc3ccccc3c2)c(=O)n(C)c1=O	71%	14%	1.3%	-1%	6%
N#Cc1ccccc1COC(=O)c1cccc(S(=O)(=O)N2CCCC2)c1	61%	-3%	5.8%	.	-5%
CC(C)CC(O)C1CCN(C(=O)CCc2nnc(-c3ccccc3)o2)CC1 (stereo unspecified)	-12%	-9%	i	9%	2%
O=C(Nc1nnc(-c2ccco2)s1)C1CCCCC1	-7%	7%	i	-15%	5%
O=C(NCCc1ccc(OC(F)F)cc1)C1CC(=O)N(c2ccc3c(c2)OCCO3)C1 (stereo unspecified)	6%	-15%	8.8%	.	-4%
Cc1ccc(C(=O)NC(=S)NCc2ccccc2)cc1	69%	20%	0.7%	-4%	2%
Cc1c(C)c2ccc(OCC(=O)Nc3cccnc3)c(C)c2oc1=O	3%	7%	1.3%	-9%	13%
C=CCOc1ccc(/C=C2\SC(=S)N(NS(=O)(=O)c3ccccc3)C2=O)cc1	30%	0%	0.3%	-4%	4%
O=C(c1ccc2c(c1)OCO2)C1CCCN(C(=O)c2cnn(Cc3ccccc3)c2)C1 (stereo unspecified)	17%	-4%	1.0%	4%	6%

Structures shown so far that have fluorine (2):
SMILES	tuberculosis growth	H1N1 NS1A inhibition	inhibitors of VEEV	PhoP GFP inhibition	M. tuberculosis HTS	others
O=C1N/C(=C/c2cccn2-c2ccc(F)cc2)C(=O)N1Cc1ccccc1	10%	-4%	0.8%	-3%	8%
O=C(NCCc1ccc(OC(F)F)cc1)C1CC(=O)N(c2ccc3c(c2)OCCO3)C1 (stereo unspecified)	6%	-15%	8.8%	.	-4%

The list continues.
SMILES	tuberculosis growth	H1N1 NS1A inhibition	inhibitors of VEEV	PhoP GFP inhibition	M. tuberculosis HTS	others
CCCn1c(SCC(=O)Nc2cc(S(=O)(=O)N(C)C)ccc2OC)n[nH]c1=O	-3%	2%	2.1%	2%	2%
Cc1[nH]c2ccccc2c1/C=N/NC(=O)Cc1cccs1	-11%	-4%	i	10%	4%
O=C(C[C@@H]1C/C=C/CC[C@@H](Cc2ccc(F)cc2)C(=O)OC[C@H](Cc2ccccc2)NC1=O)N[C@H](CO)Cc1ccccc1	66%	5%	4.9%	.	9%
O=C(COc1cc2oc(=O)c3c(c2cc1Cl)CCC3)Nc1cccnc1	6%	4%	2.9%	-3%	3%
FC(F)(F)c1nc2ccccc2c2nc3ccccc3n12	51%	0%	1.1%	-5%	9%
Cc1ccc(-n2nc(-c3ccco3)cc2C(=O)O)cc1	10%	-8%	0.1%	5%	6%
CCOc1ccc(CCNC(=O)C2CCN(S(=O)(=O)CC)CC2)cc1OCC	-11%	1%	i	-11%	-9%
Cc1cccc(NC(=O)COc2coc(CN3CCc4ccccc4C3)cc2=O)c1	33%	4%	0.5%	-2%	31%
CC1Cc2ccccc2N1C(=O)CSc1nn2c(=O)c(C(C)(C)C)nnc2s1 (stereo unspecified)	43%	1%	1.8%	-5%	12%
CCc1c(C(=O)NNC(=S)Nc2ccc(S(=O)(=O)Nc3ncccn3)cc2)csc1C	-1%	7%	0.8%	-9%	-4%

The list goes on, overlapping the part above by 2 compounds.
SMILES	tuberculosis growth	H1N1 NS1A inhibition	inhibitors of VEEV	PhoP GFP inhibition	M. tuberculosis HTS	others
CC1Cc2ccccc2N1C(=O)CSc1nn2c(=O)c(C(C)(C)C)nnc2s1 (stereo unspecified)	43%	1%	1.8%	-5%	12%
CCc1c(C(=O)NNC(=S)Nc2ccc(S(=O)(=O)Nc3ncccn3)cc2)csc1C	-1%	7%	0.8%	-9%	-4%
CCCC(=O)Nc1c(C(=O)OCC)oc2ccccc12	11%	8%	i	-4%	4%
C=CCC1(CC=C)CCCN1C(=O)c1cc(COc2ccc(F)c(F)c2)on1	27%	6%	i	-4%	12%
C#CCNC(=O)C1=C[C@@H](c2ccccc2)C[C@@H](OCc2ccc(CO)cc2)O1	25%	-3%	1.1%	-5%	7%
COc1ccc(OC)c(NC(=O)C(=O)N/N=C(\C)CC(=O)Nc2ccc(Cl)cn2)c1	-1%	3%	3.0%	14%	3%
CCc1cc(=O)oc2cc(OCC(=O)N(CC)CC)c(Cl)cc12	-8%	1%	i	-2%	-12%
Cc1cccc(C)c1-n1nnnc1C(C)(C)N1CCN(N=O)CC1	6%	2%	1.6%	-14%	3%
O=S(=O)(c1cccs1)N1CCC(CO)(Cc2ccc(Cl)cc2)CC1	42%	-5%	0.5%	-4%	8%
CCOC(=O)C1CCN(C(=O)CNC(=O)c2nn(-c3ccc(OC)c(OC)c3)c(=O)c3ccccc23)CC1	-4%	-9%	12%	6%	5%
CC1(C)CN(S(=O)(=O)OCC(Cl)(Cl)Cl)C(=O)N1	9%	0%	i	12%	0%
c1ccc(-n2cnnc2SCc2cn3cccnc3n2)cc1	-13%	-14%	1.2%	1%	-1%

Four records drawn at random from the list so far, as already listed:
SMILES	tuberculosis growth	H1N1 NS1A inhibition	inhibitors of VEEV	PhoP GFP inhibition	M. tuberculosis HTS	others
C=CCC1(CC=C)CCCN1C(=O)c1cc(COc2ccc(F)c(F)c2)on1	27%	6%	i	-4%	12%
c1ccc(-n2cnnc2SCc2cn3cccnc3n2)cc1	-13%	-14%	1.2%	1%	-1%
CCOC(=O)C1CCN(C(=O)CNC(=O)c2nn(-c3ccc(OC)c(OC)c3)c(=O)c3ccccc23)CC1	-4%	-9%	12%	6%	5%
CC1(C)CN(S(=O)(=O)OCC(Cl)(Cl)Cl)C(=O)N1	9%	0%	i	12%	0%

Next part
SMILES	tuberculosis growth	H1N1 NS1A inhibition	inhibitors of VEEV	PhoP GFP inhibition	M. tuberculosis HTS	others
COc1ccc(NC(=O)CCc2nnc3ccc(N4CCC(C)CC4)nn23)cc1	8%	7%	i	-7%	-1%
COc1cc2c(cc1OC)C(C)N(CC(=O)Nc1ccc(S(=O)(=O)N3CCCC3)cc1)CC2 (stereo unspecified)	-5%	-1%	4.6%	3%	1%
CC(=O)Nc1ccccc1/C=C/c1ccc2c(C)ccc(O)c2n1	.	-3%	9.7%	-8%	-5%
COc1cccc(C(=O)NCCS(=O)(=O)NC(C)CCc2ccccc2)c1 (stereo unspecified)	36%	2%	1.4%	0%	45%
Cc1ccnc(SCCn2c(N3CCCCC3)nc3c2c(=O)n(C)c(=O)n3C)n1	3%	-4%	0.8%	-5%	-11%
CC(=O)C1=C(C)Nc2ncnn2C1c1ccc(C)cc1 (stereo unspecified)	-12%	-1%	1.3%	4%	1%
CCC/C(C#Cc1cc(OC)cc(OC)c1)=C1/c2ccccc2C(=O)N1c1ccccc1	0%	-2%	0.4%	.	-3%
Brc1ccc(OCCN2CCOCC2)cc1	-1%	-10%	0.6%	-7%	-4%
CCOC(=O)NC(=O)c1cn(Nc2ccccc2C(F)(F)F)c(=O)[nH]c1=O	0%	-2%	2.1%	-3%	9%
COC(=O)c1ccc(NC(=O)c2ccc3nc(C)sc3c2)cc1	39%	2%	i	6%	5%
Cc1ccccc1CNC(=O)CC1C(=O)NCCN1CC1CCCCC1 (stereo unspecified)	17%	-18%	0.9%	-1%	-5%
CCCC(=O)Nc1ccc(C(=O)NNC(=O)c2cccc([N+](=O)[O-])c2)cc1	-15%	.	1.8%	4%	1%
O=C(NCCN1CCOCC1)c1ccc2c(c1)N(Cc1ccc(Cl)cc1)CCS2	5%	-10%	0.5%	-9%	9%
CCCn1nc(C(=O)OCC(=O)NC(C)c2ccccc2)c2ccccc2c1=O (stereo unspecified)	0%	3%	i	-7%	3%
O=C(CC1C(=O)OCC2CCCCN21)Nc1ccccc1C(F)(F)F (stereo unspecified)	-4%	-7%	0.3%	7%	-5%
Cc1cc(N2C(=O)C(O)=C(C(=O)c3cccs3)C2c2ccccc2)no1 (stereo unspecified)	1%	3%	0.6%	-4%	-9%
Cc1nc(S/C(=C/c2ccc(OCc3ccc(C(=O)O)cc3)cc2)C(=O)O)n[nH]1	-18%	1%	1.8%	-21%	-2%
CNC(=O)CN(C)S(=O)(=O)c1ccc(F)cc1	-5%	8%	1.1%	-6%	0%
Cc1noc(NS(=O)(=O)c2ccc(NC(=O)CS(=O)(=O)c3ccccc3)cc2)c1C	20%	7%	0.1%	7%	5%
Cn1c(SCC(=O)N/N=C/c2cc([N+](=O)[O-])ccc2O)nnc1-c1ccccc1	38%	8%	0.8%	2%	-13%
CCOCCCNC(=O)N[C@@H](C)C(=O)OC	-11%	0%	i	3%	-4%
CCCCN(CC)CCNC(=O)CN(C)S(=O)(=O)c1ccc2c(c1)c(=O)n(C)c(=O)n2C	3%	-5%	i	0%	-3%
COc1cc(C(=O)Nc2nnc(-c3sccc3C)s2)cc(OC)c1OC	30%	-2%	0.2%	-6%	6%
COc1ccc(S(=O)(=O)N2N=C(c3cccc(NS(C)(=O)=O)c3)CC2c2ccco2)cc1 (stereo unspecified)	14%	19%	4.8%	5%	2%
CCC(CC)NC(=O)CSc1ccc(S(=O)(=O)N2CCCCC2)cn1	.	9%	0.9%	.	.
COC(=O)c1ccc(NC(=O)c2ccccc2N(C)S(C)(=O)=O)cc1	-26%	5%	2.2%	-8%	-2%
